Screens (PubChem)
M1 PAM: positive allosteric modulators of human M1 muscarinic receptor | activation, % at 3 µM | actives 0.088% (n = 360,000) | CHO-K1 hM1, Fluo-8 calcium fluorescence, ACh EC20; 0% = ACh EC20, 100% = maximal ACh | P11229; in the data active = activation above about 19%, passing the limit was not always enough
Target sequence (P11229 whole entry, looked up): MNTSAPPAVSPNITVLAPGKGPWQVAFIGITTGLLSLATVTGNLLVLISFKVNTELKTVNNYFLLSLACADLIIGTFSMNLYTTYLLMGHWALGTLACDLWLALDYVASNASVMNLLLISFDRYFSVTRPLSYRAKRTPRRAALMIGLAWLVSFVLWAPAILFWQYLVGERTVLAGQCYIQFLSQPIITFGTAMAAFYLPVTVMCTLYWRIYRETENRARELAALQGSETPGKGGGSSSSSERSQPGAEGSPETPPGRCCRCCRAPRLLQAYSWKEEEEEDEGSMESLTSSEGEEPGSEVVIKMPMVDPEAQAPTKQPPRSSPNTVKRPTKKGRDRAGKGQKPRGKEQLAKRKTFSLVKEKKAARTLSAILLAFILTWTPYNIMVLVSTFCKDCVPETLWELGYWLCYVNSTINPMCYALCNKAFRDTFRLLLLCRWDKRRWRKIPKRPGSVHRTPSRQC
CHO-K1 Ca ag: nonselective activator or artifact in parental CHO-K1 cells | Fluo-8 calcium fluorescence; scaled to maximal ATP response, vehicle zero | activation, % at 3 µM | actives 0.48% (n = 360,000) | AID 602248; in the data active = activation above about 15%;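 also: untransfected CHO-K1 host cells lacking M1 receptor as counterscreen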
CHO-K1 Ca antag: M1 antagonist counterscreen hit in parental CHO-K1 cells; ATP-induced calcium, Fluo-8 fluorescence; inhibition, % at 3 µM; actives 0.6% (n = 360,000);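 active = inhibition above a per-plate cutoff, the plate's mean sample inhibition plus 3 SD, cut at about 24% in these data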;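 also: 0% = DMSO plus EC80 ATP and 100% = DMSO alone without ATP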
OXTR potentiator: potentiates the human oxytocin receptor response; P30559; CHO-OTR cells, Fluo-8 calcium fluorescence, potentiator mode; 0% = oxytocin EC15, 100% = EC100; activation, % at 3 µM; actives 0.061% (n = 320,000); AID 2445;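 active = activation above that plate's cutoff, the mean activation of tested compounds plus 3 SD, cut at about 6.6% in these data, passing the limit was not always enough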;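 also: 100% uses oxytocin at 75 nM as the full agonist control; some results filed as inactive read as strong as hits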
Target sequence (P30559 whole entry, looked up): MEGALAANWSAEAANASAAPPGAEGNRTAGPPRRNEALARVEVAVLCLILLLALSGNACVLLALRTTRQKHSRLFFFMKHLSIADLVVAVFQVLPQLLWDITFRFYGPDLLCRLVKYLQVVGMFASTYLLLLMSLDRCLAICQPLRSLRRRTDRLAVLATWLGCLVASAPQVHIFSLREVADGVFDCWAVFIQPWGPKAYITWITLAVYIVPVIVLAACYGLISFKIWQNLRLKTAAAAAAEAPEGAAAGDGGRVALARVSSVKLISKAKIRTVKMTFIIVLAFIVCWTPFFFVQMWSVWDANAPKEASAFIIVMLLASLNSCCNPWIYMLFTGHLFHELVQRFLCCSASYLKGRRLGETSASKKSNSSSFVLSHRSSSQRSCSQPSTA
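Assay system: CHO-OTR cells, human receptor / Also added: oxytocin at about EC15, sub-maximal agonist stimulus / Dosing: single dose, 3.0 µM nominal final compound concentration / Incubation: 6 min pre-incubation, 100 s read / Technique: Fluo-8 calcium dye fluorescence / Read-out: % activation vs EC15 and EC100 oxytocin / Benchmarks: EC15 oxytocin low, 75 nM oxytocin high / Replicates: singlicate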
CHRM4 antagonist: CHRM4 antagonism in calcium assay. inhibition, % at 3 µM. AID 624125. actives 0.73% (n = 360,000). CHO-hM4 cells, ACh EC80, Fluo-8 calcium fluorescence. P08173;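 active = inhibition above its plate's cutoff, the mean inhibition of sample wells plus 3 SD, cut at about 27% in these data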;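 also: 0% = acetylcholine EC80 with DMSO and 100% = DMSO without agonist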
CHRM1 antagonist: blocks human M1 muscarinic receptor. P11229. CHO-K1 hM1, Fluo-8 calcium fluorescence, ACh EC80 antagonist. inhibition, % at 3 µM. actives 1.3% (n = 360,000);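 active = percent inhibition above its own plate's cutoff, namely the mean of that plate's compound wells plus 3 SD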;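 also: peak over basal fluorescence ratio during 140 s after agonist addition; 0% = ACh EC80 plus DMSO and 100% = DMSO alone without agonist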
CHO parental Ca: signal in parental CHO cells, OX1R antagonist counter-screen; actives 0.63% (n = 330,000); parental CHO-K1, ATP-induced calcium, Fluo-8 fluorescence; inhibition, % at 5.6 µM; AID 463079;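 active = inhibition above that plate's mean sample inhibition plus 3 SD, cut at about 26% in these data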;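 also: 0% = ATP-challenged DMSO wells and 100% = DMSO wells without ATP; some compounds past the cut are filed as inactive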
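Assay system – parental CHO cells · Reagent – ATP stimulus · Detection – intracellular calcium via Fluo-8 no-wash fluorescent dye · Evaluation – percent inhibition of ATP-evoked calcium rise, normalized to controls · Controls – ATP wells versus no-ATP DMSO wells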
CHRM1 agonist: activates human CHRM1 receptor | activation, % at 3 µM | AID 588814 | actives 0.33% (n = 360,000) | P11229 | CHO-K1 hM1, Fluo-8 calcium fluorescence, agonist mode; 0% DMSO, 100% acetylcholine EC100;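 active = activation above the run's mean compound activation plus 3 SD, cut at about 16% in these data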;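 also: peak over basal fluorescence ratio within a 140 s kinetic read after compound addition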
CHRM4 agonist: agonists of human muscarinic M4 receptor (CHRM4); P08173; CHO-K1 hM4/Gqi5, Fluo-8 calcium fluorescence; vehicle 0%, full acetylcholine response 100%; activation, % at 3 µM; actives 0.14% (n = 360,000); AID 624127;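 active = activation above the run mean over all test wells plus 3 SD, cut at about 32% in these data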;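 also: peak over basal fluorescence ratio per well then scaled between controls; 0% = DMSO wells and 100% = acetylcholine at EC100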
Active calls of the source: *; · = not tested or not shown.

The line under a structure holds: M1 PAM	CHO-K1 Ca ag	CHO-K1 Ca antag	OXTR potentiator	CHRM4 antagonist	CHRM1 antagonist	CHO parental Ca	CHRM1 agonist	CHRM4 agonist
[1] COc1cc(C(=O)NCc2nnc(SCC(=O)c3ccccc3)o2)cc(OC)c1OC
→ -3	0.0	4	0	-21	2	-11	-8	1
[2] CCOCCCNC(=O)c1ccc(Br)cc1
→ 7	1.0	-4	-18	-9	-27	-8	-1	0
[3] COc1ccc(NS(=O)(=O)c2cc(NC(=O)c3ccccc3F)ccc2N2CCCC2)cc1
→ -8	0.1	-12	-5	-14	2	-8	-7	-1
[4] O=C(CN1CCN(c2cccc(Cl)c2)CC1)Nc1ccc(S(=O)(=O)N2CCOCC2)cc1
→ 9	12	-4	-14	6	-17	1	7	17
[5] O=C(c1cc([N+](=O)[O-])ccc1N1CCN(S(=O)(=O)c2ccc(Cl)c(Cl)c2)CC1)N1CCOCC1
→ -3	0.6	-9	-6	-4	-8	-26	-12	4
[6] O=C(NC(NC(=S)Nc1ccc(Cl)cc1Cl)C(Cl)(Cl)Cl)c1cccc([N+](=O)[O-])c1 (stereo not given)
→ -5	11	16	-23	7	18	41*	6	14
[7] CN1CCN(c2nc3c(c(=O)n(C)c(=O)n3C)n2CC(=O)C23CC4CC(CC(C4)C2)C3)CC1
→ 10	2.3	-3	-3	-5	-11	-2	-7	1
[8] CC(CN1CCCCC1)OC(=O)c1ccc(Cl)cc1 (stereo not given)
→ -5	0.2	-16	-7	11	3	-8	-6	0
[9] CC1=CC(=NNS(=O)(=O)c2ccc([N+](=O)[O-])cc2)CC(C)(C)C1
→ 4	0.5	-12	·	-12	-14	·	-2	2
[10] FC(F)(F)c1ccccc1-n1c(CN2CCCCC2)n[nH]c1=S
→ 8	0.8	-19	2	5	-15	-10	-4	0

(further entries)
The line under a structure holds: M1 PAM	CHO-K1 Ca ag	CHO-K1 Ca antag	OXTR potentiator	CHRM4 antagonist	CHRM1 antagonist	CHO parental Ca	CHRM1 agonist	CHRM4 agonist
[11] O=C(NC(=S)Nc1ccccc1C(=O)O)c1cncc(Br)c1
→ 2	0.6	1	3	6	-6	-9	-2	0
[12] CC1(C)Cc2cccc(OCC(=O)OCC(=O)NCc3ccc(F)cc3)c2O1
→ 4	0.4	4	-5	-3	-5	-26	-6	2
[13] COc1ccc(N(C)S(=O)(=O)c2ccc3c(c2)CC(C)N3C(=O)C2CC2)c(OC)c1 (stereo not given)
→ -14	7.7	16	-13	-11	21	-19	1	18
[14] CCCCN1Cc2c(nc3cc(-c4ccccc4)[nH]n3c2=O)C1=O
→ 4	0.8	-10	-9	3	-15	-6	0	2
[15] COc1ccc(NC(=O)CSc2nnc(Cc3ccccc3)c(=O)n2N)cc1OC
→ 6	0.3	2	-5	-18	-12	-9	0	7
[16] Cc1cc(C(=O)Cn2cnc3cc([N+](=O)[O-])ccc3c2=O)c(C)n1CC1CCCO1 (stereo not given)
→ 13	1.0	-17	-7	1	-16	-12	-5	2
[17] CCN(C(=O)COC(=O)c1ccc(O)cc1O)c1c(N)n(Cc2ccccc2)c(=O)[nH]c1=O
→ 2	-0.2	10	-3	3	-4	-14	-1	1
[18] Cc1cc(Cl)c(OCCOCCN2CCCCC2)c(Br)c1
→ -13	0.0	-10	-5	0	5	-12	-11	0
[19] CCCC(=O)Nc1ccc(Cl)c(-c2nc3ncccc3o2)c1
→ 2	15	4	-24	-2	2	-7	-2	5
[20] COc1cc2ccnc(C=O)c2cc1OC
→ 4	0.1	-13	·	-1	-10	·	0	0

Next section.
The line under a structure holds: M1 PAM	CHO-K1 Ca ag	CHO-K1 Ca antag	OXTR potentiator	CHRM4 antagonist	CHRM1 antagonist	CHO parental Ca	CHRM1 agonist	CHRM4 agonist
[21] CCOC(CNC(=O)c1ccc(CNC(=O)c2ccc(OC)c(OC)c2)cc1)OCC
→ 8	0.0	-18	-6	-9	-3	13	-4	1
[22] O=C(Nc1ccc2c(c1)ncn2-c1ccccc1)c1ccco1
→ 1	1.1	-4	-2	10	3	-4	-3	3
[23] O=C(OCc1ccccc1Cl)c1ccccc1C(=O)c1ccccc1
→ -11	1.0	-27	-4	-28	3	-10	-10	0
[24] CC(C)n1nc(CC(=O)O)c2ccccc2c1=O
→ 12	0.4	-2	-5	-12	-7	1	0	2
[25] CC(C)c1ccc(C(=O)OCC(=O)NC2CCCC2)cc1
→ 4	1.1	6	-9	11	-4	-7	-3	3
[26] COCCCNC(=O)c1cc2c(-c3ccc(Cl)cc3)nn(C)c2s1
→ 17	0.5	-6	11	-5	-25	-14	3	0
[27] CCOC(=O)[C@]12CCC=C1N(Cc1ccccc1)C(=O)[C@H](CC(=O)NCC1CCCCC1)C2
→ ·	-1.1	-15	·	-10	·	·	·	-2
[28] Cc1cc(OC(C)C)nc(-c2ccccc2O)n1
→ 4	-0.3	-3	-2	6	-9	10	-3	0
[29] N#CC(c1cccc(C(F)(F)F)c1)(c1ncc(C(F)(F)F)cc1Cl)N1CCOCC1 (stereo not given)
→ -4	4.7	-6	-3	-5	2	-15	-5	-3
[30] Cc1nc(C)c(C(=O)O)c(-c2cccs2)c1C(=O)O
→ 17	0.3	2	-5	-2	-11	-7	1	1

More results follow.
The line under a structure holds: M1 PAM	CHO-K1 Ca ag	CHO-K1 Ca antag	OXTR potentiator	CHRM4 antagonist	CHRM1 antagonist	CHO parental Ca	CHRM1 agonist	CHRM4 agonist
[31] COc1cc(/C=C2/C(=O)ON=C2C)cc(Cl)c1O
→ 4	1.2	-13	2	2	-9	-2	-2	1
[32] O=C1CN(c2nnnn2-c2ccccc2)CCN1
→ 9	0.7	-1	-2	5	-6	-1	-3	1
[33] CCOC(=O)N/N=C(\CCC(=O)O)c1cccs1
→ 4	0.1	6	-3	-4	-1	-9	-3	0
[34] CCC(C(=O)O)N1C(=O)/C(=C/C(C)=C/c2ccccc2)SC1=S (stereo not given)
→ 9	-0.2	-7	-2	2	-14	-8	-6	0
[35] CCOC(=O)CNC(=S)N(Cc1ccccc1F)C1CCCCC1
→ 0	-0.3	-15	-11	-14	2	-14	-6	0
[36] O=C(C[C@H]1C[C@@H]2c3cc(NS(=O)(=O)c4ccccc4)ccc3O[C@@H]2[C@H](CO)O1)NC1CCCC1
→ 5	-0.2	-12	·	-11	-8	·	-3	1
[37] CCN(CC)c1ccc(C2CC(=O)NC3=C2C(=O)CC(C)(C)C3)cc1 (stereo not given)
→ -23	-0.6	-2	-7	19	26*	-23	-10	-1
[38] CCN(CC)CCN1C(=O)c2ccccc2NC1c1ccc(N(C)C)cc1 (stereo not given)
→ 4	0.0	-17	-7	6	-10	-23	-5	0
[39] Cc1noc(C)c1NC(=O)N(C)C[C@H]1Oc2ccc(NC(=O)Cn3cnnn3)cc2C(=O)N([C@H](C)CO)C[C@@H]1C
→ 16	0.2	-14	4	-10	-22	-2	-3	0
[40] COCc1c(C(=O)OC)nnn1-c1ccc(C(F)(F)F)cc1[N+](=O)[O-]
→ 1	3.1	7	5	-4	3	-3	-3	3

New compounds follow:
The line under a structure holds: M1 PAM	CHO-K1 Ca ag	CHO-K1 Ca antag	OXTR potentiator	CHRM4 antagonist	CHRM1 antagonist	CHO parental Ca	CHRM1 agonist	CHRM4 agonist
[41] CCn1c(SCC(=O)NCc2cccs2)nnc1-c1cccs1
→ 8	0.3	-19	0	-9	-1	-12	-3	1
[42] c1ccc(CSc2snnc2-c2ccccc2)cc1
→ 4	0.0	0	0	12	-2	-4	-4	-2
[43] Cc1ccc(CN(C)Cc2cc(=O)oc3cc(C)c(Cl)cc23)cc1
→ 0	4.4	11	-3	14	-7	-13	-7	4
[44] CCCCNC(=O)C1(C)CCN1C(=O)c1ccccc1Br (stereo not given)
→ 9	1.5	-15	·	-16	-16	·	-3	2
[45] COc1ccc(/C(N)=N/OC(=O)CC2CCCCC2)cc1OC
→ 4	0.8	-10	0	-6	-1	-14	-4	0
[46] Cc1cc(NC(=O)COC(=O)c2n[nH]c3ccccc23)no1
→ 1	0.3	29*	-7	1	-1	-3	-1	1
[47] CN(C)c1ccc(NS(=O)(=O)c2cc3c4c(c2)CC(=O)N4CCC3)cc1
→ 9	0.2	10	-6	-4	-8	7	0	2
[48] CC(Sc1ccccc1F)C(=O)Nc1cccc(S(=O)(=O)N2CCOCC2)c1 (stereo not given)
→ 1	0.8	-10	-10	-3	7	6	-3	3
[49] Cc1cccc(NC(=O)c2ncn3c2C(=O)N(C)CC3)c1
→ 16	0.7	-9	·	-5	-20	·	-1	2
[50] Cc1ccc(-n2c(O)c(/C=C3/C(c4ccccc4)=Nc4ccccc43)c(=O)[nH]c2=O)cc1
→ -10	1.9	-1	-14	10	16	-11	-8	2

Continuation:
The line under a structure holds: M1 PAM	CHO-K1 Ca ag	CHO-K1 Ca antag	OXTR potentiator	CHRM4 antagonist	CHRM1 antagonist	CHO parental Ca	CHRM1 agonist	CHRM4 agonist
[51] C(=C\c1ccccc1)/C=N/Nc1nc2ccccc2s1
→ -4	5.3	-3	-3	-9	-1	-30	-6	0
[52] COc1cccc(C2CC(=O)NC3=C2C(=O)CCC3)c1 (stereo not given)
→ 6	0.7	-10	-2	-9	-17	-2	-3	0
[53] CCNC(=O)c1c(O)c2ccccc2[nH]c1=O
→ -1	0.2	-6	9	8	-2	-12	-8	0
[54] COc1ccc(NC(=O)N2CCCC2C(=O)Nc2ccc(C)cc2)cc1 (stereo not given)
→ 3	-0.1	-5	-6	-5	-4	-10	0	1
[55] CCC(=O)N1CCCc2cc(S(=O)(=O)N3CCN(C4CCCCC4)CC3)ccc21
→ 7	1.9	5	-6	-1	-10	-2	-7	3
[56] COc1cc(-c2nnc(NC(=O)CS(=O)(=O)c3ccc(F)cc3)o2)cc(OC)c1OC
→ 8	2.5	6	-5	-8	-5	0	2	0
[57] CCOc1ccc(-n2c(SCC(=O)Nc3ccc(C(=O)O)cc3)nc3ccccc3c2=O)cc1
→ 0	1.6	10	-7	10	-7	-5	-4	0
[58] Cc1ccccc1OCCC(=O)OCC(=O)N1c2ccccc2NC(=O)C1(C)C
→ 1	0.3	1	-2	-6	6	-4	-3	0
[59] O=C(NCc1ccco1)c1ccc2snnc2c1
→ 12	0.1	0	-8	-3	-14	-5	-1	0
[60] Cc1ccc(C(=O)O)cc1NC(=O)Nc1ccc2c(c1)OCO2
→ 7	-0.1	-1	-5	-18	-7	7	-5	1
[61] CN1CCN(c2ccc(NC(=S)NC(=O)/C=C/c3ccco3)cc2)CC1
→ -18	1.4	-6	-2	0	31	-16	-4	1
[62] COc1ccc(NC(=O)c2cccc(NC(=O)c3ccccc3)c2)c(OC)c1
→ 5	2.5	2	-5	1	-10	-17	-5	6
